# Assay outcomes as filed in PubChem.
# PV pol inh – inhibitors of poliovirus RNA polymerase binding and polymerization | 0.66% of 150,000 active | poliovirus polymerase elongation, fluorescence polarization; hits give low values | % elongation, % (compound at 16.7 µg/mL); in the data active = % elongation below about 90%; also: some results filed as inactive read as strong as hits
# Target sequence (P03300 1749-2209 limits assumed): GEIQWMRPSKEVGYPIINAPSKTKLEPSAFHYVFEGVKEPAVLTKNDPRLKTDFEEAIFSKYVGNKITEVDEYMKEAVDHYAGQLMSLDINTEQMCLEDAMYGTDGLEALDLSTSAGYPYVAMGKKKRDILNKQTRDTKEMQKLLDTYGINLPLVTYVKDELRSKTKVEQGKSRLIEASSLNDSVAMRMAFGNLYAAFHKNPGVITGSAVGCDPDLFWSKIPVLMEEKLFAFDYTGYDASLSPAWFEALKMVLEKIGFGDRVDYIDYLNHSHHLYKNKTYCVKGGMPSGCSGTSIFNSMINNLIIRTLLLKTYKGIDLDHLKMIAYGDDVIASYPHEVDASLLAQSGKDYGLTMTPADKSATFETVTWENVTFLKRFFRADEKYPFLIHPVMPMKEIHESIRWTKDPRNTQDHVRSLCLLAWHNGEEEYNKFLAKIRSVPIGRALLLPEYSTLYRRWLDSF
# PV pol inh FP z-score – second read-out of PV pol inh, no call of its own (marks repeat the call); z-score; measured here: FP z-score; hits read low
# * marks the source's active call; other numbers are inactive results; & = joins results of further samples. Only part of the results is shown, so the mix of outcomes need not match the whole.
# Every second line gives: PV pol inh	PV pol inh FP z-score
CN=C(N=c1ccc(Br)cn1C(=NC)c1cccs1)c1cccs1
  102	0.1
Cn1c(SCC(=O)NC2CC2)nnc1C(F)(F)F
  100	-0.3
CCOc1ccc(CCNC(=O)c2cc(=O)[nH]c3ccc(S(=O)(=O)N4CCCCC4C)cc23)cc1OCC (stereo unspecified)
  114	0.9
O=C1C(Cc2ccc(-c3nn[nH]n3)cc2)=C(c2ccccc2)S(=O)(=O)c2ccccc21
  97	-1.1
O=C(c1ccc(Br)o1)N(c1ccc(Br)cc1)C1C=CS(=O)(=O)C1 (stereo unspecified)
  100	-0.2
O=C(NC1CC1)c1ccc(Cl)cc1Cl
  104	0.2
CCc1ccccc1N(C)C(=O)Cn1cnc2sc(C)c(S(=O)(=O)N3CCN(c4ncccn4)CC3)c2c1=O
  109	0.9
O=C(NC1CCCCC1)C1CC(c2c(F)cccc2Cl)=NO1 (stereo unspecified)
  102	0.6
O=C(CNC(=O)C1CCCCC1)Nc1nc2ccccc2s1
  101	-0.4
CCOc1ccc(S(=O)(=O)Nc2cc(Cl)ccc2OC)c2cccnc12
  103	-0.5
O=S(=O)(Cc1ccccc1)c1nc2ccccc2n1Cc1ccc(Br)cc1
  100	-0.4
Cc1c(/C=N/NC(N)=S)c2ccccc2n1C
  99	-0.7
O=C(O)CN1C(=O)C2CC=CCC2C1=O (stereo unspecified)
  101	-0.2
CC(=O)Nc1cccc(OCC(=O)N2CCCCC2)c1
  99	-0.4
CC[C@@]1(O)C(=O)OCc2c1cc1n(c2=O)Cc2cc3c(CN(C)C)c(O)ccc3nc2-1
  68	-4.3
Brc1ccc(-c2cnc3ccccc3n2)s1
  109	0.5
Cc1ccc(Oc2ncc(C(F)(F)F)cc2Cl)c2c1CCC2
  97	-1
O=c1[nH]c2ccc(S(=O)(=O)Nc3cc(Cl)ccc3O)cc2o1
  104	-0.1
Cc1noc2nc(C(=O)O)nc(N3CCCCC3)c12
  105	0.1
CC(C)c1nn2c(=O)cc(COC(=O)CNC(=O)c3ccccc3)nc2s1
  104	-0.3

# Following part
# Every second line gives: PV pol inh	PV pol inh FP z-score
COC(=O)c1c(SC)nc2ccccc2c1OCc1ccc(C)cc1C
  113	1.4
CCCC(C(=O)NC1CCCCC1)N1Cc2ccccc2C1=O (stereo unspecified)
  102	0.2
O=C(CCC(=O)NC1CCN(Cc2ccccc2)CC1)NCc1ccco1
  101	0
COc1ccc(CCn2c(=O)c3cccnc3n(CC(=O)Nc3c(C)cccc3C)c2=O)cc1OC
  105	0.4
COc1ccc2cc1Oc1ccc(cc1)C[C@H]1c3c(cc4c(c3Oc3cc5c(cc3OC)CCN(C)[C@@H]5C2)OCO4)CCN1C
  101	0.2
COC(=O)Oc1ccc2c(=O)c(-c3ccccc3)coc2c1
  103	0.2
CCCNC(=O)CSc1cn(CC(=O)N2CCCCCC2)c2ccccc12
  112	-0.3
COc1ccc(C2=NS(=O)(=O)N(C)C(C(=O)NCc3ccccc3)=C2)cc1OC
  108	0
Cc1ccc(S(=O)(=O)NC(CO)C(=O)O)cc1 (stereo unspecified)
  102	-0.1
CCCN(CCC)CCCNC(=O)Cn1ncc2c3ccccc3n(Cc3ccc(F)cc3)c2c1=O
  107	-0.1
CCOC(=O)c1cc(-c2ccc(F)cc2)n(CCC(=O)Nc2nc3ccc(OC)cc3s2)c1C
  103	-0.2
COC(=O)c1ccc(NC(=O)CSc2cn(CC(=O)N3CCCCC3)c3ccccc23)cc1
  124	1
Nc1c(S(=O)(=O)c2ccccc2)c2nc3ccccc3nc2n1-c1ccc2c(c1)OCO2
  112	0.8
O=c1[nH]c2ccc(Cl)cc2c(-c2ccccc2)c1NCN1CCOCC1
  100	-0.2
CCC(=O)Nc1c(C(=O)N2CCN(c3ccc(F)cc3)CC2)oc2ccccc12
  97	-1.9
O=C(Cn1cc(S(=O)(=O)N2CCCC2)c(S(=O)(=O)N2CCCC2)c1)Nc1ccc(F)cc1
  108	0.9
Cc1ccc(NC(=O)Cn2c(=O)n(Cc3ccco3)c(=O)c3ccccc32)cc1
  103	-0.8
CCOC(=O)c1sc2[nH]c(C(C)(C)C)cc(=O)c2c1C
  98	-0.5
CC1CCCC(C)N1C(=O)CSc1nc2ccccc2n1CC(=O)NC1CCCC1 (stereo unspecified)
  101	-0.2
CCOC(=O)C(Cc1ccc(NC(=O)c2ccccc2)cc1)N1C(=O)c2ccccc2C1=O (stereo unspecified)
  101	0

# Remaining list, next part.
# Every second line gives: PV pol inh	PV pol inh FP z-score
O=c1cnc2ccccc2n1CCOc1ccc(Br)cc1
  107	0.3
COc1ccc(-c2cc(-c3ccc4c(c3)NC(=O)CO4)nc3c2COc2ccc(F)cc2-3)cc1
  107	0.5
Cc1ccc(OCCn2c(N)nc3ccccc32)cc1
  103	0.4
Cc1ccc(NC(=O)Cc2coc3c(C)c(C)ccc23)cc1Cl
  113	-0.2
Cc1ccc(CN2CCC(CNS(=O)(=O)c3ccc4c(c3)CCCC(=O)N4)C2)cc1 (stereo unspecified)
  105	2.5
CCCN(Cc1cccs1)C(=O)Nc1ccc(Br)c(C)c1
  107	0
COc1ccc(-n2c(=O)c3sc4ccccc4c3n(CC(=O)NCc3ccccc3)c2=O)cc1
  109	1.5
CCCS(=O)(=O)c1nc2ccccc2n1Cc1cc(C)ccc1C
  104	0.6
COc1ccc(S(=O)(=O)NCCc2nnc3ccc(SCC(=O)Nc4ccc(C(F)(F)F)cc4)nn23)cc1
  104	-0.3
OC(CCN1CCCCC1)(c1ccccc1)C1CC2C=CC1C2 (stereo unspecified)
  101	0.2
CCCc1nc(C)cc(N2CCCC2)n1
  102	0.1
CC1=NOC(=O)/C1=C\c1ccc(O)c(O)c1
  103	0.3
CC(=O)Nc1c2c(nn1-c1ccc(C)cc1)CSC2
  100	0
CCCCN1CCC(O)(c2ccccc2)C(C(=O)c2ccccc2)C1 (stereo unspecified)
  99	-0.4
CCN=c1scc(-c2ccc3c(c2)NC(=O)CO3)n1N=C1CCCC1
  165	6.2
C=CC[C@@H]1/C=C(\C)C[C@H](C)C[C@H](OC)[C@H]2O[C@@](O)(C(=O)C(=O)N3CCCC[C@H]3C(=O)O[C@H](/C(C)=C/[C@@H]3CC[C@@H](O)[C@H](OC)C3)[C@H](C)[C@@H](O)CC1=O)[C@H](C)C[C@@H]2OC
  101	0.2
CN1N=C2c3ccccc3CCC2C1c1cccs1 (stereo unspecified)
  104	0.7
O=C(NCC(=O)c1cccs1)c1ccc(CSc2ccccc2)o1
  100	-0.7
CCOC(=O)c1ccc2nc(CCC(=O)O)c(=O)n(CC)c2c1
  93	-1.2
Cc1noc(C)c1CSc1ccccc1C(=O)Nc1ccccc1N1CCCC1
  99	-0.5

# Following part.
# Every second line gives: PV pol inh	PV pol inh FP z-score
CC(C)(C)c1ccc(C(=O)OCc2ccc3c(c2)OCO3)s1
  95	-1.7
CN(Cc1ccccc1)Cc1c(F)cccc1F
  102	0.7
CNc1c(C(=O)c2ccc(F)cc2)sc(N)c1C#N
  102	0.3
CCOc1ccc(N(C)S(=O)(=O)c2ccc3[nH]cc(C(=O)NCc4ccccc4)c(=O)c3c2)cc1
  110	1
Cc1ccc(C(=O)N(C)CCC#N)cc1C
  100	-0.2
CC(=O)Nc1cc(C(=O)N2CCC3(CC2)OCCO3)ccc1S(=O)(=O)c1ccc(Cl)cc1
  100	-0.2
CCCCN1C(=O)C(O)(CC(=O)c2ccc(C)cc2)c2ccccc21 (stereo unspecified)
  101	-0.3
Cc1cccc(-n2[nH]c(=S)sc2=S)c1
  108	0.7
CCOC(=O)c1c(C)[nH]c(C)c1S(=O)(=O)N1CCC(C(=O)N2CCN(c3ccc(Cl)cc3)CC2)CC1
  107	0.2
CC(C)(C)c1cc(N)n2nc(C(C)(C)C)cc2n1
  102	0.2
COC(C(=O)NCc1ccc(Cl)cc1Cl)c1ccccc1 (stereo unspecified)
  98	-0.3
N#Cc1cc2c(nc1SCC(=O)NCc1ccc(F)cc1)C1CCN2CC1
  101	-0.7
CN(Cc1cnc2nc(N)nc(N)c2n1)c1ccc(C(=O)N[C@@H](CCC(=O)O)C(=O)O)cc1
  102	0.5
CCCNc1nc(-c2ccccc2)cs1
  101	0.1
CN(C)S(=O)(=O)N(CC(=O)NCCSCc1ccc(Cl)cc1Cl)c1ccccc1
  105	0.2
Cc1cc(C)nc(N2C(=O)CC(C(=O)O)NC2=NCCc2c[nH]c3ccccc23)n1 (stereo unspecified)
  100	-0.2
Cc1ccc(N(C)C(=O)Cn2nc(Cc3ccncc3)c3ccccc3c2=O)cc1C
  107	0.8
COc1ccc(C(=O)c2ccc(F)cc2)cc1
  102	-0.2
CC(C)(C)C1CCc2onc(C(=O)NCc3ccc(F)cc3)c2C1 (stereo unspecified)
  102	0.2
CCCC(=O)Nc1c(C(=O)N2CCN(c3ccccc3)CC2)oc2ccccc12
  103	-0.9

# Part of the list above in a different format.
structure	PV pol inh	PV pol inh FP z-score
OC(CCN1CCCCC1)(c1ccccc1)C1CC2C=CC1C2 (stereo unspecified)	101	0.2
O=C(Cn1cc(S(=O)(=O)N2CCCC2)c(S(=O)(=O)N2CCCC2)c1)Nc1ccc(F)cc1	108	0.9
CC(C)(C)c1ccc(C(=O)OCc2ccc3c(c2)OCO3)s1	95	-1.7
C=CC[C@@H]1/C=C(\C)C[C@H](C)C[C@H](OC)[C@H]2O[C@@](O)(C(=O)C(=O)N3CCCC[C@H]3C(=O)O[C@H](/C(C)=C/[C@@H]3CC[C@@H](O)[C@H](OC)C3)[C@H](C)[C@@H](O)CC1=O)[C@H](C)C[C@@H]2OC	101	0.2
CC1CCCC(C)N1C(=O)CSc1nc2ccccc2n1CC(=O)NC1CCCC1 (stereo unspecified)	101	-0.2
CN1N=C2c3ccccc3CCC2C1c1cccs1 (stereo unspecified)	104	0.7

# Next section
# Every second line gives: PV pol inh	PV pol inh FP z-score
COc1ccc(N=c2oc3ccc(OC)cc3cc2C(N)=O)cc1
  100	-0.4
Cc1cc(C(=O)N2CCN(c3ccccc3)CC2)c2c(C)nn(-c3cccc(F)c3)c2n1
  113	1
CN(CCNC(=O)c1cc2c(s1)CS(=O)(=O)C2)C1CCCCC1
  102	-0.1
COC(=O)c1ccc(S(=O)(=O)N2CCN(c3ccc(C(F)(F)F)cn3)CC2)n1C
  104	0.2
CSc1nn(Cc2ccc(C)cc2)c(N)c1S(=O)(=O)c1ccccc1
  105	-0.1
Cc1n[nH]c(=S)n1/N=C\c1ccco1
  90*	-2.5*
NC(=O)c1cn(-c2ccccc2)nc1N
  100	-0.1
CCSc1nc2sc3c(c2c(=O)n1-c1ccc(OC)cc1)CC(C(C)C)OC3 (stereo unspecified)
  102	0.2
Cc1ccc(NCc2nnc(SCC(=O)N3c4ccccc4CCc4ccccc43)o2)c(C)c1
  101	0
OC(COCc1ccccc1)CN1CCc2ccccc2C1 (stereo unspecified)
  100	-0.5
O=C(O)C1CCCN1C(=O)/C=C/c1ccc(F)cc1 (stereo unspecified)
  105	1.5
O=C(c1ccccc1F)N(Cc1cccs1)c1ccc(O)cc1
  100	-0.3
Cc1ccc2nc(Nc3ccc(F)cc3C)c3nncn3c2c1
  101	-0.2
Cc1ccc(C(=O)C2C(=O)C=C(c3ccc(C)cc3)OC2=O)cc1 (stereo unspecified)
  101	-0.1
CC(C)=NNC(=O)C1COc2ccccc2O1 (stereo unspecified)
  103	0.2
C=CCNC(=O)CC12CC3CC(CC(Br)(C3)C1)C2
  99	-1.1
Cc1ccnc(NC(c2ccc(Cl)cc2)c2c(C)[nH]c3ccccc23)c1 (stereo unspecified)
  100	-0.2
COc1ccc(C(CC(=O)O)NC(=O)Cc2ccccc2)cc1 (stereo unspecified)
  100	-0.2
CCn1c(=O)cc(SCC(=O)NCCCN2CCOCC2)c2ccccc21
  98	-1.7
CSCCC(NS(=O)(=O)c1ccc2c(c1)oc(=O)n2C)C(=O)Nc1ccc(F)c(Cl)c1 (stereo unspecified)
  103	0

# Reprinted from the part before: two entries, followed by the next part.
# Every second line gives: PV pol inh	PV pol inh FP z-score
CCn1c(=O)cc(SCC(=O)NCCCN2CCOCC2)c2ccccc21
  98	-1.7
CSCCC(NS(=O)(=O)c1ccc2c(c1)oc(=O)n2C)C(=O)Nc1ccc(F)c(Cl)c1 (stereo unspecified)
  103	0
C/C(N)=C(/C#N)C(=O)CSc1nnc(-c2ccccc2)o1
  108	0.7
Cc1ccccc1N1C(=O)c2cc(S(N)(=O)=O)c(Cl)cc2NC1C (stereo unspecified)
  101&100	0.3&0
CCc1cccc(-n2c(C)nc3c(cnn3-c3ccc(C)c(C)c3)c2=O)c1
  107	-0.6
CC1SC(=Nc2ccc(C(=O)O)cc2)NC1=O (stereo unspecified)
  101	-0.1
S=c1nc[nH]c2ccsc12
  95	-0.8
Cc1ccc(NS(=O)(=O)c2ccc3c4c(cccc24)C(=O)N3)c(C)c1
  103	0.1
COc1cc2sc(C)nc2c2ccccc12
  102	0.1
Fc1ccc(N2CCN(Cc3cccn3-c3nnc(N4CCN(C5CCCCC5)CC4)s3)CC2)cc1
  111	1.1
COc1ccc(C/C(N)=N/O)cc1OC
  101	0.2
O=S(=O)(NCCc1ccccc1)c1ccccc1
  102	-0.1
CCOc1ccc(-c2cc(C(=O)Nc3ccc(NC(C)=O)cc3)no2)cc1
  111	0.3
Nc1ccc(O)c(C(=O)O)c1
  99	-0.4
CC1CCc2c(sc(NC(=O)COC(=O)Cn3cnc4c3c(=O)n(C)c(=O)n4C)c2C#N)C1 (stereo unspecified)
  108	0.1
O=S(=O)(CCc1ccncc1)c1ccccc1
  104	0.1
CC(=O)NCCOc1ccc(C)c(C)c1
  104	0.4
Cc1ccc(CNC(=O)C2CCN(S(C)(=O)=O)CC2)cc1
  99	-1.9
O=C(O)c1ccccc1N=Nc1c(O)[nH]c2ccccc12
  113	1.8

# Two entries from above, with each value named.
> Fc1ccc(N2CCN(Cc3cccn3-c3nnc(N4CCN(C5CCCCC5)CC4)s3)CC2)cc1
  PV pol inh: 111
  PV pol inh FP z-score: 1.1
> CC1CCc2c(sc(NC(=O)COC(=O)Cn3cnc4c3c(=O)n(C)c(=O)n4C)c2C#N)C1 (stereo unspecified)
  PV pol inh: 108
  PV pol inh FP z-score: 0.1
